Shiga inhibitor – blocks Shiga toxin action in Vero cells | Vero cells, Shiga toxin protein synthesis inhibition reporter | inhibition, % at 38.7 µM | actives 9.2% (n = 290,000); in the data active = inhibition mostly above about 28%, no sharp cut-off; inactive = mostly below about 43%; also: 0% is about no effect
CHX counter – counter-screen hit for Shiga toxin inhibitors, cycloheximide; cell reporter, cycloheximide protein synthesis inhibition counterscreen; max response, %; actives 12% (n = 300,000); AID 2314; in the data active = max response mostly above about 13%, no sharp cut-off; inactive = mostly below about 14%; also: read at 38.3 µM for the half of the compounds with a filed dose; 0% is about no effect
Pf growth 96h – inhibits malaria parasite growth, 96 h; AID 504834; Potency, µM (series often up to 28.7 µM), without a hit: top-dose activity change, negative = inhibition, usual class: inhibitors; actives 6.9% (n = 320,000); P. falciparum luciferase reporter growth, 96 h; also: potency is read from the fitted curve at half-maximal effect; % is scaled to controls: 0 for no effect and ±100 for the full control effect
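Two-generation exposure (96 h) targets delayed-death phenotype. Reporter parasites carrying integrated firefly luciferase, in red cells at 2% hematocrit and 0.05% parasitemia final, kept at 37 C, 5% CO2; luminescence loss indicates inhibition.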
HCV inhibitor – blocks hepatitis C virus; Huh7.5.1 HCVcc-Cre infection, luciferase reporter, 44 h; Potency, µM (top dose mostly 41.8 µM), inactives show at the highest dose activity change, negative = inhibition, most hits filed as inhibitors; actives 3.4% (n = 340,000); also: potency is read from the fitted curve at half-maximal effect; % is scaled to controls: 0 for no effect and ±100 for the full control effect
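Reporter virus HCVcc-Cre (~0.5 moi) infects cells exposed to compound; seeding density 1,000 cells/well with 4 h settling beforehand. Luminescence, 15 sec read, taken 44 h post-infection following a 15 min RT substrate incubation.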
Pf growth 48h – inhibits P. falciparum growth in the first generation, 48 h | actives 5.9% (n = 310,000) | P. falciparum luciferase growth in erythrocytes, 48 h | AID 504832 | Potency, µM (titrated, usually from 28.7 µM), without a hit: at the top dose activity change, negative = inhibition, usual class: inhibitors; also: potency is read from the fitted curve at half-maximal effect; % is scaled to controls: 0 for no effect and ±100 for the full control effect
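Erythrocytes infected with P. falciparum carrying an integrated firefly luciferase reporter (2% hematocrit, 0.1% parasitemia final) were exposed to compounds in RPMI 1640 with 0.5% Albumax at 37 C, 5% CO2. Growth inhibition was scored as reduced luminescence.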
FBPA Giardia inh – blocks Giardia fructose-bisphosphate aldolase activity | purified Giardia FBPA | Potency, µM (titrated, usually from 59.6 µM), for the others: top-dose activity, negative = inhibition, usual class: inhibitors | actives 0.71% (n = 290,000); also: potency is read from the fitted curve at half-maximal effect; % is scaled to controls: 0 for no effect and ±100 for the full control effect; nearly all actives have a fitted effect of over 55% in size
Target sequence (A8B2U2 whole entry, looked up): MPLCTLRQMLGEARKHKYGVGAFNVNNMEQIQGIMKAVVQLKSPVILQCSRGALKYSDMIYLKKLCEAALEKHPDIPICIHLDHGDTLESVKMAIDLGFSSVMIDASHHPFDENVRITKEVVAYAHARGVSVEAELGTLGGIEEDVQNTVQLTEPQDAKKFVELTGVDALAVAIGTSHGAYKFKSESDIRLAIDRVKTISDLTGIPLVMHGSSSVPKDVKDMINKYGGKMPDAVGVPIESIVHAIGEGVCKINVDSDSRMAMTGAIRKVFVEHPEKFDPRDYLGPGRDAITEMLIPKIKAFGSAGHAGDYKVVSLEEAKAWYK
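40 nM FBPA preincubated 10 min at RT with compound (up to 57.5 uM final), then substrate plus GAPDH/TPI/NAD/arsenate coupling and diaphorase/resazurin added. Fluorescence read after 20 min at RT, 525/598 nm.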
* hit, by the source's call; ? = inconclusive; . = no result given; [ ] = remark or other dose. Unless noted, calls follow the shape of the dose curve; as a rule, active = well fitted curve in the direction sought with a large enough effect; inconclusive = small, poorly fitted or top-dose-only effect, or another doubt; inactive = no such curve, though single readings can be large; an effect the other way counts as inactive or inconclusive.

nr	SMILES	Shiga inhibitor	CHX counter	Pf growth 96h	HCV inhibitor	Pf growth 48h	FBPA Giardia inh
1	O=C(NCc1n[nH]c(=O)c2ccccc12)C1CC(=O)N(c2ccccc2)C1 (stereo unspecified)	.	.	-0.3%	?	27.0%	.
2	Cc1nn(C)cc1CNC(=O)c1cccc(Br)c1	-4.2	-0.8	-13.5%	-3.5%	-14.5%	0.1%
3	CNC(=O)CSc1nc2c([nH]c3ccccc32)c(=O)n1CCOC	4.9	-2.5	0.0%	15.1%	-9.7%	2.6%
4	O=C(NCCN1C(=O)C2C3C=CC(C3)C2C1=O)Nc1cccnc1 (stereo unspecified)	-10.1	-3.8	18.3%	-4.5%	.	1.2%
5	COc1cccc(N(CC(=O)NCCSCc2ccc(Cl)cc2)S(C)(=O)=O)c1	.	-1.1	303.5%[activator]	-17.7%	-33.2%	2.8%
6	Cc1ccc(/C(O)=C2/C(=O)C(=O)N(c3ccccn3)C2c2ccc([N+](=O)[O-])cc2)cc1 (stereo unspecified)	-5.5	-1.6	?	1.3%	25.1%	?
7	CCCOC(=O)c1ccc(-[n+]2c(-c3ccccc3)cc(-c3ccccc3)cc2-c2ccccc2)cc1	.	.	1.31µM*	?	2.33µM*	.
8	COc1ccccc1Nc1nc(N)nc(CN(C)C2CCCCC2)n1	13.1	-1.2	?	2.9%	?	-14.1%
9	CCc1c(C(C)S(=O)(=O)c2ccccc2)[nH]c(=O)n1CC (stereo unspecified)	22.5	-1.8	-1.6%	-7.4%	4.1%	-5.6%
10	O=C(COc1ccc(F)cc1)Nc1c(C(=O)N2CCC(N3CCCCC3)CC2)oc2ccccc12	-5.5	0.9	?	?	?	.
11	O=C(c1cc(COc2ccc(F)cc2Cl)on1)N1CC2C[C@@H]3CC1C[C@H](C2)C3	101.8*	30.4*	-15.9%	6.9%	31.2%[activator]	.
12	O=C(Nc1cccc(S(=O)(=O)N2CCOCC2)c1)C(c1ccccc1)N1CCCCC1 (stereo unspecified)	18.9	-2.8	?	4.4%	?	-0.1%
13	CC(C)CNC(=O)COC(=O)c1ccc(Cl)c(S(N)(=O)=O)c1	-2.2	2.2	.	16.2%	22.0%	-0.3%
14	Cc1cc(C)nc(Nc2ncn[nH]2)n1	-5.4	-1.3	15.1%	.	19.2%	-7.6%
15	C/C(CC(=O)Nc1ccccn1)=N\NC(=O)c1ccc2ccccc2c1	28.5	14.9*	1.85µM*	2.4%	24.1%	-0.1%
16	Cc1ccc(C(=O)C2CCN(CC(=O)Nc3ccc4c(c3)OCCO4)CC2)cc1	24.7	10.8	.	-47.7%	-29.8%	7.2%
17	O=C(Nc1ccccc1N1CCCC1)c1ccc(N2CCCC2=O)cc1	.	.	-8.2%	?	?	.
18	Cc1ccc(CNC(=O)c2cc(S(=O)(=O)N3CCCC3)cn2C)cc1	1.5	1.1	-6.4%	-15.9%	6.1%	4.4%
19	O=c1c(C=NCc2ccccc2)c(NCc2ccccc2)nc2ccccn12	80.1*	7.4	76.1%[activator]	?	47.9%[activator]	-7.5%
20	Cc1ccc(-c2ncns2)cc1	-12.0	-1.3	17.5%	7.6%	?	3.7%
21	CC(=O)Cc1cc(O)c2ccccc2c1OC(=O)c1ccccc1	19.8	-1.6	9.8%	-7.5%	13.1µM*	?
22	Cc1ccc(C(=O)NCC(c2ccco2)N2CCc3ccccc32)cc1C (stereo unspecified)	.	.	?	?	9.28µM*	.
23	O=C(Cc1ccccc1F)NNC(=O)c1ccncc1	-3.0	-2.1	-9.7%	4.0%	15.7%	.
24	COc1ccccc1CC(NC(C)=O)C(=O)NC1CCN(C(=O)c2cccc(Cl)c2)CC1 (stereo unspecified)	-2.9	6.2	?	14.3%	?	8.2%
25	O=C(O)CCC(=O)N1CCCC1	23.6	-4.7	20.6%	1.9%	-14.4%	0.1%
26	CC(=O)/C(=C(/O)c1ccccc1)c1nc2ccccc2[nH]1	1.0	1.3	20.1%	2.8%	38.9%[activator]	-1.2%
27	CCC(=O)Nc1nnc(S(=O)(=O)N2c3ccccc3CC2C)s1 (stereo unspecified)	-6.5	-0.9	45.2%[activator]	8.8%	21.0%	-18.9%
28	Cc1cc(C)cc(OC(=O)CCN2C(=O)C3C4C=CC(C5CC45)C3C2=O)c1 (stereo unspecified)	12.4	-3.2	-18.2%	-0.4%	-9.9%	-0.1%
29	Cc1cc(C)c(S(=O)(=O)N2CCN(C(=O)c3ccc(-n4cncn4)c([N+](=O)[O-])c3)CC2)c(C)c1	.	.	?	-3.6%	?	.
30	CC(C)OC(=O)Cn1c(=O)oc2ccccc21	-1.3	-1.6	2.33µM*	3.5%	.	0.6%
31	Cc1ccc(NC(=O)COC(=O)CN2C(=O)NC3(CCCC3)C2=O)cc1Cl	.	.	58.1%[activator]	0.7%	45.5%[activator]	.
32	COC(=O)c1nn(-c2ccc(Cl)cc2)c(=O)cc1Sc1ccccn1	-14.9	-2.8	1.5%	4.6%	2.9%	3.9%
33	CC(=O)c1cccc(S(=O)(=O)N2CCC(C(=O)Nc3cccc(C(=O)NC4CC4)c3)CC2)c1	.	.	?	-19.6%	?	.
34	Cc1cc(=O)oc2c(C)c(OCC(=O)N3C[C@H]4C[C@@H](C3)c3cccc(=O)n3C4)ccc12	-6.2	-1.3	-10.0%	-72.7%	-24.6%	7.6%
35	COc1ccc(-c2[nH]ncc2CN(C)Cc2cc(C)[nH]n2)c(F)c1	22.9	7.9	.	11.8%	0.0%	7.7%
36	Nc1nonc1-n1nnc(C(=O)N/N=C/c2cccs2)c1CSc1ccccc1	-10.5	-4.4	17.2%	-11.8%	30.2%[activator]	-4.3%
37	COc1cc(OC)c(S(=O)(=O)N2CCN(C(=O)c3ccccc3F)CC2)cc1NC(C)=O	-5.3	1.2	-21.1%	15.6%	-10.3%	2.8%
38	CCC(C)c1ccccc1OCCCCN1CCCC1 (stereo unspecified)	-13.5	-6.7	?	?	?	-25.2%
39	CCCCN(C(=O)c1ccc(NC(=O)C(C)C)cc1)c1ccccc1	30.8	9.4	?	-12.2%	?	6.5%
40	COc1ccc(Cn2c(O)c(C=Nc3ccc(OC)cc3)c3ccccc3c2=O)cc1	-5.7	-2.8	-3.6%	-1.0%	-7.0%	-8.4%
41	Cc1cccc2[nH]c(SCC(=O)N3CCOCC3)nc12	108.7*	21.0	?	16.9%	15.2%	-0.3%
42	COc1ccc(-c2cc(C(F)(F)F)nc(SCC(N)=O)n2)cc1	-6.8	5.2	-17.6%	?	-2.6%	-1.6%
43	N#CCCN(C(=O)COC(=O)Cc1ccc(Br)cc1)c1ccccc1	16.0	2.9	?	22.8%	0.0%	-6.2%
44	O=C(O)c1ccccc1C(=O)Nc1ccc(Nc2ccc([N+](=O)[O-])cc2[N+](=O)[O-])cc1	-13.0	8.1	?	4.3%	29.2%	2.2%
45	CN(C)C(=O)c1ccc2c(c1[N+](=O)[O-])C(=O)c1ccccc1C2=O	36.1	13.0	?	-12.1%	31.6%[activator]	-25.2%
46	Fc1ccc(NC(=S)N2CCc3ccccc32)cc1	41.4*	15.3*	?	2.5%	-21.4%	-26.7%
47	Cc1cc(NC(=O)Nc2cc(Cl)sc2Cl)no1	11.5	9.3	24.4%	?	.	11.9%
48	CC1(c2ccncc2)Nc2ccccc2-c2nc3ccccc3n21 (stereo unspecified)	28.5	16.0*	2.62µM*	-7.2%	3.29µM*	-13.3%
49	COc1ccc(CCNC(=S)N2CCC(Cc3ccccc3)CC2)cc1OC	-2.4	-6.3	?	?	-16.7%	-3.3%
50	CCC(C)N1CC(C(=O)O)CC1=O (stereo unspecified)	17.4	1.2	27.9%	29.5%	.	0.1%

Additional entries follow.
nr	SMILES	Shiga inhibitor	CHX counter	Pf growth 96h	HCV inhibitor	Pf growth 48h	FBPA Giardia inh
51	COc1cc([N+](=O)[O-])cc(CN2CCCCC2)c1O	2.3	8.4	?	17.4%	?	15.3%
52	c1ccc(Cc2ccc(OCCn3cncn3)cc2)cc1	-4.9	-1.9	.	-11.5%	-4.3%	0.1%
53	Cc1ccc(S(=O)(=O)Cc2ccc(C(=O)N3CCC(C(N)=O)CC3)o2)cc1	7.8	3.0	10.4µM*	12.1%	48.4%[activator]	.
54	COc1ccc(NC(=O)CN(C)C(=O)c2ccc(OCc3ccccc3)c(OC)c2)cc1	.	.	?	-27.5%	8.5%	.
55	COc1ccc(Br)cc1C1Nc2cccc3cccc(c23)N1	.	29.8*	?	7.9%	0.0%	-27.9%
56	O=C(CN1C(=O)C2C3C=CC(C3)C2C1=O)Nc1nc2ccccc2[nH]1 (stereo unspecified)	19.8	18.3	40.2%[activator]	-0.1%	.	-6.6%
57	COc1ccc(C2C3C(C)=NN=C3CC(C)(O)C2C(C)=O)cc1 (stereo unspecified)	10.9	-6.3	0.3%	7.0%	-26.8%	5.2%
58	Cc1nc(NC(=O)COC(=O)C(NC(=O)c2ccco2)C(C)C)c(Cl)cc1Cl (stereo unspecified)	5.3	-2.9	.	-3.1%	15.2%	6.8%
59	O=C(OCN1C(=O)c2ccccc2C1=O)c1ccc(Cl)nc1	-14.4	-3.4	1.4%	6.6%	28.4%	16.7%
60	CCOC(=O)c1cc(NC(=O)Nc2cc(C)ccn2)c(C)nc1C	38.8*	14.3	33.7%	-15.7%	15.6%	12.5%
61	COC(=O)c1ccc(Cl)c(NC(=O)CN(c2ccc(OC)c(OC)c2)S(C)(=O)=O)c1	-4.8	-3.3	12.0%	-1.5%	8.3%	2.2%
62	CC1C(=O)Nc2ccc(S(=O)(=O)N3CCN(c4cccc(C(F)(F)F)c4)CC3)cc2NC1=O (stereo unspecified)	13.0	-4.6	?	-12.1%	-14.2%	-3.8%
63	Cc1ccc(NC(=O)CSc2nc(-c3ccco3)cc(C(F)(F)F)n2)cc1C	9.6	-1.1	?	?	?	8.3%
64	O=C(NNC(=O)C1CCN(C(=O)Nc2ccccc2)CC1)c1ccc(F)cc1	.	.	20.2%	9.7%	8.9%	.
65	CC(C)(C)c1cc(OC(=O)Cc2ccccc2)ccc1O	.	-1.1	?	4.7%	-13.6%	-2.2%
66	Cc1cccc(C)c1OCC(=O)Nc1ncn[nH]1	-14.4	-3.0	1.5%	18.7%	3.9%	-1.6%

Screens (PubChem BioAssay)

Rows were taken by chance (roughly 24% active in at least one column).
